Source: PubChem
V1aR counter: counter-screen for oxytocin receptor agonists: human V1a receptor agonists. CHO-V1R cells, Fluo-8 calcium fluorescence, agonist mode; 0% DMSO, 100% 3 nM vasopressin. 0.25% of 320,000 active. activation, % at 3 µM. P37288;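 active means activation above the mean activation of all tested compounds plus 3 SD, per screening run, cut at about 20% in these data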;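 further: signal is peak over basal fluorescence ratio across a 100 second FLIPR read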
NALP1 yeast inh: blocks the NALP1 inflammasome reconstituted in yeast. S. cerevisiae NALP1/ASC/caspase-1 growth, X-gal OD620, 72 h. 0.61% of 280,000 active. AID 2071. inhibition, % at 10 µM; in the data active means inhibition mostly above about 24%, no sharp cut-off; inactive means mostly below about 32%; further: some compounds called inactive have numbers as strong as hits
GPR7 antagonist: human neuropeptides B/W receptor 1 antagonism. GPR7-expressing cells, fluorescence antagonist assay. inhibition, % at 4.4 µM. 1.1% of 290,000 active. AID 1861; in the data active means inhibition above about 16%, passing the limit was not always enough;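 further: cells stimulated with the agonist NPW; 0% = agonist with vehicle and 100% = vehicle without agonist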
Target sequence (P48145 whole entry, looked up): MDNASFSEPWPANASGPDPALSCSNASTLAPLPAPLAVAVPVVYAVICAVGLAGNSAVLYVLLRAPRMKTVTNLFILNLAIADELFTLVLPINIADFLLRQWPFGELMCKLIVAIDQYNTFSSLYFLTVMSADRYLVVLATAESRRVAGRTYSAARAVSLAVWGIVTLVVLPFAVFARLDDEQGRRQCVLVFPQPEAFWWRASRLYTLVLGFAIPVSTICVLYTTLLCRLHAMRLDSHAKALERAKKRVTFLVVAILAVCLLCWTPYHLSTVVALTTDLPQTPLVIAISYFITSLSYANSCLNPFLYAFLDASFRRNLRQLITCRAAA
PHOSPHO1 inh: blocks human PHOSPHO1 phosphatase activity. recombinant PHOSPHO1, absorbance phosphatase assay. inhibition, % at 13.3 µM. 1.1% of 290,000 active; in the data active means inhibition above about 60%
Target sequence (Q8TCT1 whole entry, looked up): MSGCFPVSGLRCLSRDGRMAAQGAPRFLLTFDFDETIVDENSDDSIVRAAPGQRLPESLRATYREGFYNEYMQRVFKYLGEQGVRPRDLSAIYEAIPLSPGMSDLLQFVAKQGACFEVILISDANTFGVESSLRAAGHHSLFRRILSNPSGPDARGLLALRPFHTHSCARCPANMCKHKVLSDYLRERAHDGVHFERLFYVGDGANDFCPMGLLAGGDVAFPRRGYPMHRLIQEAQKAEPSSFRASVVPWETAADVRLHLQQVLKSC
OXTR agonist: human OXTR agonism; P30559; CHO-OTR cells, Fluo-8 calcium fluorescence; normalized: DMSO 0%, oxytocin 100%; activation, % at 3 µM; 0.32% of 320,000 active;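 active means activation above the mean of all tested compounds plus 3 SD, cutoff set per screening run, cut at about 20% in these data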;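 further: peak over basal fluorescence ratio from a 100 s FLIPR kinetic read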
Target sequence (P30559 whole entry, looked up): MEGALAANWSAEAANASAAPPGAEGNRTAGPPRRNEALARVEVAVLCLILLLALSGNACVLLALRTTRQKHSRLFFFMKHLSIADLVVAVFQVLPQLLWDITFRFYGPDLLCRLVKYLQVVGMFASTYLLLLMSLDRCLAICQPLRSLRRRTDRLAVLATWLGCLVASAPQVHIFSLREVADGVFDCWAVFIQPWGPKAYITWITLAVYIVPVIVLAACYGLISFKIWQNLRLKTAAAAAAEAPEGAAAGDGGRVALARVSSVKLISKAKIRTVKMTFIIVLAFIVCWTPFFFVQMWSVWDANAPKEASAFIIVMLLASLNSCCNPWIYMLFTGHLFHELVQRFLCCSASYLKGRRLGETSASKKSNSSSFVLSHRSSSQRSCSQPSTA
MEKK3 PB1 HTS: modulators (inhibitors or enhancers) of MEK5 binding to human MEKK3 PB1 domain; bead-based flow cytometry, Alexa488-MEK5 binding to MEKK3; actives lie on both sides; 0 = blocked by unlabeled MEK5, 100 = vehicle; binding response (% of control), % at 10 µM; 1.4% of 290,000 active; AID 1529;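 active means binding response more than 3 SD above or below the average of its plate-row segment, actives on both sides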;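 further: Alexa488 bead fluorescence after subtracting the streptavidin-only scavenger bead signal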
MEKK2mut PB1 HTS: signal of MEK5 binding to mutant human MEKK2 PB1 domain. percent response, % at 10 µM. 0.35% of 290,000 active. AID 1530. bead flow cytometry, Alexa488-MEK5 binding to MEKK2 mutant; in the data active means percent response above about 24%, passing the limit was not always enough; further: inactives centre near 1; some results filed as inactive read as strong as hits; reference of the scale not given here
MEKK2 WT-MEK5: raises or lowers MEK5 binding to wildtype human MEKK2 PB1 domain; bead flow cytometry, Alexa488-MEK5 binding to MEKK2 WT; actives lie on both sides; binding response (% of control), % at 10 µM; Q9Y2U5; 1.1% of 290,000 active; in the data active means binding response below about 67% or above about 130%
GalR3 antagonist: blocks the human galanin receptor 3 | O60755 | HEK293 GalR3-CNG cAMP membrane potential fluorescence; galR3 body fused to GalR1 C-terminus | inhibition, % at 3 µM | 0.44% of 360,000 active | AID 651719;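 active means inhibition above the screen-wide average plus 3 SD, cut at about 13% in these data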;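 further: forskolin and galanin both at EC90 stimulate the cells; cAMP rise reported by CNG channel membrane potential dye signal; 0% = forskolin plus galanin with DMSO and 100% = forskolin alone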
Starred values were filed as active, the others as inactive; nt = not tested or not shown. Rows were taken by chance. Share with any hit: about 5.4%.

SMILES	V1aR counter	NALP1 yeast inh	GPR7 antagonist	PHOSPHO1 inh	OXTR agonist	MEKK3 PB1 HTS	MEKK2mut PB1 HTS	MEKK2 WT-MEK5	GalR3 antagonist
O=C(Oc1c(-c2ccccc2)oc2ccccc2c1=O)c1ccccc1	-0.8	6	-22	0	-1.9	nt	nt	nt	-8
COC(=O)C1C(O)=CC(=O)CC1C (configuration not stated)	0.2	2	6	4	0.9	107	4	105	1
CCOC(=O)NC1(Nc2ccc(C)cc2)Oc2ccccc2O1	0.7	40	-4	-16	0.4	102	24	113	0
C(=N\N=C\c1ccccc1)/c1ccccc1	0.5	36*	-3	44	0.1	82	-3	86	-5
COC(=O)/C(N=Nc1c(C)n(C)n(-c2ccccc2)c1=O)=C(\C)O	0.7	25	-7	-4	1.0	142*	0	108	-3
Cc1ccc2nc(-c3ccccc3)cn2c1	-1.2	22	-8	10	-2.3	96	-2	94	-5
O=C(CSc1nnnn1CCCO)Nc1ccc2c(c1)OCO2	0.0	0	-8	6	1.0	103	1	103	-2
COc1ccc(-c2nc3c([nH]2)c(=O)n(C)c(=O)n3C)c(OC)c1	0.1	6	-15	0	0.5	103	4	105	-8
Cc1cc(C)c(S(=O)(=O)Nc2ccc(-c3cn4ccccc4n3)cc2)c(C)c1	0.8	26	-14	6	-0.2	105	10	109	-1
O=C(Nc1nonc1-c1ccc(Cl)cc1)c1ccco1	2.3	8	-15	22	-0.7	103	2	109	-8
O=C(CCl)N(c1ccc(Cl)cc1)c1c[nH]c2ccccc12	7.1	21	6	22	12	105	5	101	-8
CCN(CC)C(=O)c1cn(C)c(=O)c2cc(OC)c(OC)cc12	-0.1	9	3	9	0.0	109	2	106	-1
O=C(Cc1ccc(Cl)c(Cl)c1)Nc1cccnc1	3.9	10	-1	19	5.6	104	-1	98	-10
COc1cc(OC)c(C2N(c3ccccn3)C(=O)C3CCCN32)cc1OC (configuration not stated)	-0.2	13	-7	10	0.0	100	-3	97	-2
CCOC(=O)c1cccc(NC(=O)CNS(=O)(=O)c2cccs2)c1	-0.7	2	-6	-10	-1.4	112	4	112	-5
Cc1ccccc1C(=O)Nc1ccc(S(=O)(=O)Nc2onc(C)c2C)cc1	-0.3	-16	-12	24	1.4	99	2	99	-4
COC(=O)c1ccc(OCCOc2ccc(C(=O)OC)cc2)cc1	0.1	-10	-2	13	0.6	100	5	105	-3
Cc1nc2nc[nH]n2c(=O)c1CCC(C)C	0.0	-12	3	-34	-0.9	112	3	109	-6
Cn1c(SCC(=O)NNC(=S)Nc2ccccc2)nnc1-c1ccccc1	-1.1	nt	-13	-79	-0.7	94	-17	98	-1
COc1cc(OC)cc(C(=O)Nc2ccc(Nc3ccccc3)cc2)c1	0.0	18	-15	14	-0.2	102	4	101	-9
O=C1CN2Cc3c(ccc(Cl)c3Cl)N=C2N1	-0.7	nt	nt	nt	-0.6	108	1	108	nt
C=C1N(c2ccc(Cl)cc2)C(=O)OC1(C)C	-1.0	20	-5	29	-0.7	106	3	101	-4
O=C(N/C(=C\c1ccccc1)C(=O)N1CCCCCC1)c1ccccc1	-0.1	5	-6	25	-2.5	92	-2	95	-2
COc1ccc(-c2ccc3oc(-c4ccc(OC)cc4)c(C#CC4(O)CCCCC4)c3c2)cc1	-0.3	nt	nt	nt	-0.6	105	-4	98	-2
Cc1ccc(CNC(=S)N(C)C)cc1	-0.7	nt	-18	17	-1.6	97	3	97	-7
COc1ccc(CC(=O)OCC(=O)Nc2ccc(Br)cc2)cc1	1.3	10	-11	2	-0.8	109	3	102	-2
O=C(NCCCl)C1Cc2c(ccc3ccccc23)O1 (configuration not stated)	0.4	-7	-5	24	0.9	101	8	105	-8
Nc1c2c(nn1-c1ccc(C(=O)O)cc1)CNC2	2.1	14	-6	30	1.9	105	2	104	-10
Cc1ccc(-n2cc[nH]c2=S)c(C)c1	0.4	-3	-2	-8	0.6	97	-7	98	-1
Cn1cc(Br)c(C(=O)NNC(=O)Nc2ccccc2C(F)(F)F)n1	1.9	5	-6	37	0.3	111	-1	106	-5
CN(C)CCCn1c(=S)[nH]c2sc3c(c2c1=O)CCCC3	1.1	-26	-5	-72	0.2	101	10	121	-1
CCn1c(Cc2c(C)[nH]c3ccccc23)n[nH]c1=S	0.7	-12	-2	23	1.1	98	-1	94	-4
CN(C)c1nc(N)nc(CSc2nnnn2-c2ccc(F)cc2)n1	0.8	12	-3	-3	1.3	102	7	103	-6
CCN1CCN(c2ncnc3scc(-c4ccc(OC)cc4)c23)CC1	-0.1	32	0	15	-0.4	99	2	109	-2
C=C1CSc2nc3ccccc3c(=O)n21	0.1	28	-2	-55	0.4	105	0	105	0
Cc1cc(C(=O)OCC(=O)c2ccccc2)c2ccccc2n1	1.9	-6	-12	26	-0.7	102	-2	99	-10
CCOc1ccccc1NC(=O)c1cc(Cl)ccc1NC(=O)c1ccco1	-0.2	-2	9	7	-1.1	95	1	102	-5
O=C(NCc1cccc(Cl)c1)c1cccc(OC2CCN(C(=O)C3CC3)CC2)c1	9.0	27	-4	23	5.0	101	5	108	-1
Nc1nc(CN2CCN(C(c3ccccc3)c3ccccc3)CC2)nc(Nc2ccccc2)n1	-0.7	nt	-12	9	-2.8	103	3	105	-7
Cc1cc(C(=O)CSc2nnc(-c3ccccc3F)o2)c(C)n1Cc1cccs1	2.1	7	-15	90*	5.8	102	-4	98	-5
CC(C)C(=O)C1=Cc2cc([N+](=O)[O-])ccc2OC1N1CCOCC1 (configuration not stated)	nt	22	18	19	nt	99	-3	102	-1
COC(=O)c1oc2ccc(Br)cc2c1NC(C)=O	0.4	34	-14	-2	1.1	111	10	120	nt
OCCN1CCN(c2nc(NCc3ccco3)c3ccccc3n2)CC1	0.8	-59	-12	5	-0.2	95	5	104	-3
COc1ccc(C(=O)NNc2ccccc2)cc1OC	0.6	-9	1	77*	-0.1	86	-1	94	-5
O=C1N/C(=N\N=C\c2ccccn2)SC1Cc1cccc(SC(F)F)c1 (configuration not stated)	0.1	-6	23	24	1.2	105	6	107	-4
COc1ccc(C2CC(c3ccccc3)=NN2C(=O)COC(=O)c2cccc(S(=O)(=O)N(C)C)c2)cc1 (configuration not stated)	2.7	17	-2	-5	1.0	96	9	104	-2
N#Cc1c(-c2ccco2)nc(SCC(=O)Nc2cccc(Cl)c2)[nH]c1=O	-0.5	-2	-6	29	-0.1	93	-5	91	-13
O=C(O)CC1S/C(=N/N=C/C2CC=CCC2)NC1=O (configuration not stated)	1.6	-27	-13	31	1.7	98	-2	98	-6
COc1cccc(NS(=O)(=O)c2c(C)nc3sccn3c2=O)c1	2.2	8	-4	15	2.8	99	3	96	nt
CN1CC(=O)N(CC(=O)Nc2ccc(N(C)C)cc2)c2ccccc2C1=O	0.8	20	-5	-46	-0.1	103	0	108	10
COc1cc(C2C3=C(Nc4nc(N)[nH]c(=O)c42)c2ccccc2C3=O)ccc1O (configuration not stated)	-0.4	nt	-7	35	0.8	94	1	95	-5
COC(=O)Nc1ccc(Cc2ccncc2)cc1	1.7	-4	-10	26	0.5	99	-1	101	-6
Cc1ccc(S(=O)(=O)Oc2ccc(/C=C(/NC(=O)c3ccccc3)C(=O)Nc3ccccc3)cc2)cc1	1.9	7	-5	-5	-0.5	102	-2	92	6
CCCCN(C(=O)c1cccc(S(=O)(=O)N2CC(C)OC(C)C2)c1)c1c(N)n(CCCC)c(=O)[nH]c1=O (configuration not stated)	0.3	20	-8	13	0.0	94	-1	96	-2
CC1(C)CC(=O)C(=CN2CCN(C(=O)c3ccco3)CC2)C(=O)C1	nt	17	-10	1	nt	104	2	102	-1
CC1C/C(=N/N=C2/NC(=O)CS2)CC(C)(C)C1 (configuration not stated)	0.1	0	-27	22	0.4	103	11	110	2
COc1cc2ccccc2cc1-c1nnc(COc2ccccc2)o1	-0.1	0	-15	7	0.3	87	-3	86	4
Cc1c(C(=O)Oc2ccc(F)cc2)sc2ncn(Cc3cccc(F)c3)c(=O)c12	0.5	34	-11	0	1.9	97	-1	102	-2
COc1ccc([N+](=O)[O-])cc1N(CC(=O)O)S(C)(=O)=O	-0.4	14	-8	55	-0.1	102	-2	99	-2
COc1cccc(CN2C(=O)C3(C(C#N)=C(N)OC4=C3C(=O)CCC4)c3ccccc32)c1 (configuration not stated)	0.5	32	-7	2	-1.1	96	0	95	-10

(list continues)
SMILES	V1aR counter	NALP1 yeast inh	GPR7 antagonist	PHOSPHO1 inh	OXTR agonist	MEKK3 PB1 HTS	MEKK2mut PB1 HTS	MEKK2 WT-MEK5	GalR3 antagonist
Cn1c(=O)c2c(-c3ccc(OC(F)F)cc3)cc(-c3ccccc3)nc2n(C)c1=O	0.9	nt	-13	40	0.8	56	-5	71	nt
CSc1nnc(C2CCN(CC(=O)Nc3ccccc3N3CCOCC3)CC2)n1C(C)C	0.6	15	-5	18	0.5	103	9	107	-4
Cc1ccc(OCCOCCN2CCCC2)c(Br)c1	0.8	11	-6	3	0.3	111	17	118	-11
COc1cc2c(cc1NC(=O)c1cccc(S(=O)(=O)N(C)C)c1)oc1ccccc12	1.5	21	-8	3	1.9	106	2	103	0
COc1cccc(NC(=O)COC(=O)Cc2ccccc2[N+](=O)[O-])c1	1.7	-8	3	10	1.4	81	-4	85	-2
COc1ccccc1N1CCN(Cc2ccc(OC)c3ccccc23)CC1	-1.4	2	3	-6	-2.3	105	12	110	nt
CC(=O)NC1CC2CCCC(C1)N2C(=O)Nc1ccc(Cl)c(C(F)(F)F)c1 (configuration not stated)	0.4	-6	9	-3	1.0	97	-4	95	-1
CCCCOC1(c2ccccc2)NC(=S)NN=C1c1ccccc1 (configuration not stated)	0.2	-2	-5	71*	-0.3	87	-5	92	nt
O=C(CN1CCOCC1)N/N=C/C(Br)=C\c1ccccc1	0.2	21	-3	-21	0.3	85	-4	87	5
COCc1c(C(=O)OC/C(O)=C(\C#N)c2nc3ccccc3[nH]2)oc2ccccc12	-0.1	10	5	26	-1.4	110	-1	104	-5
CN1C(=O)CSc2ccc(NC(=O)N3CCN(c4ccccc4)CC3)cc21	3.9	14	-15	5	8.4	104	-3	93	-5
CCN(CC)C(=O)C(C)N(C#N)c1nc(Cl)nc(N(C)C)n1 (configuration not stated)	-0.2	-4	-3	5	-0.8	85	-7	97	3
COc1ccc(-n2c(=S)[nH]c3cc(C(=O)Nc4cc(OC)c(OC)c(OC)c4)ccc3c2=O)c(OC)c1	-0.6	-5	1	44	-0.6	94	-11	90	0
Cc1ccc([N+](=O)[O-])cc1NC(=O)Nc1ccc(S(N)(=O)=O)cc1	0.4	3	-5	25	0.5	87	3	85	-7
CCOC(=O)c1ccc(NC(=O)CC2SC(=NC)N(C)C2=O)cc1 (configuration not stated)	0.3	9	17	14	-0.2	101	10	108	-2
O=C(O)CSc1nc2ccccc2o1	-0.5	6	-6	1	0.6	114	3	108	-4
